High-throughput results (PubChem BioAssay)
RGS4 inh – human RGS4 inhibition; HEK293 M3R/RGS4 inducible, Fluo-4 calcium flux; stronger effect = higher value; triggered by carbachol at its EC20; B-score at 10 µM; hit rate 0.45% among 310,000;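 active = B-score, a plate-corrected calcium signal, over three deviations above library mean, with baseline fluorescence within five deviations of library mean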;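 also: RGS4 expression induced by doxycycline in cells with stable M3 receptor; B-score is computed from the integrated fluorescence ratio over baseline after carbachol; higher B-score means a larger calcium signal and so more RGS4 inhibition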
ANO1 activ – mouse TMEM16A channel activation, primary screen; Q8BHY3; HEK293 TMEM16A/YFP-H148Q/I152L, iodide quench fluorescence; stronger effect = lower value; B-score at 10 µM; hit rate 0.3% among 340,000;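 active = fluorescence-ratio B-score plate-corrected deviation score at least 3 library SD below zero, with starting fluorescence score within 5 deviations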;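 also: channel opened by trigger with iodide after compound preincubation; score built on the fluorescence ratio of max minus min over baseline; more negative score means more quench and so TMEM16A activation or potentiation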
KCNK9 block – inhibitors of human KCNK9 two-pore domain potassium channel; B-score at 10 µM; Q9NPC2; HEK293 KCNK9, FluxOR thallium flux fluorescence; stronger effect = lower value; hit rate 1.2% among 310,000;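 active = ratio B-score over 3 SD below the library mean, with starting fluorescence within 5 SD of its mean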;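 also: negative B-score means less thallium flux so channel inhibition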
KCNK3 block – human KCNK3 channel inhibition, primary screen; O14649; CHO-KCNK3 thallium flux, FluxOR fluorescence; stronger effect = lower value; B-score at 10 µM; hit rate 0.84% among 340,000; AID 602410;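 active = B-score under library mean minus 4 SD, starting fluorescence ratio at most library mean plus 5 SD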;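 also: more negative B-score means stronger inhibition of thallium flux through KCNK3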
Target sequence (O14649 whole entry, looked up): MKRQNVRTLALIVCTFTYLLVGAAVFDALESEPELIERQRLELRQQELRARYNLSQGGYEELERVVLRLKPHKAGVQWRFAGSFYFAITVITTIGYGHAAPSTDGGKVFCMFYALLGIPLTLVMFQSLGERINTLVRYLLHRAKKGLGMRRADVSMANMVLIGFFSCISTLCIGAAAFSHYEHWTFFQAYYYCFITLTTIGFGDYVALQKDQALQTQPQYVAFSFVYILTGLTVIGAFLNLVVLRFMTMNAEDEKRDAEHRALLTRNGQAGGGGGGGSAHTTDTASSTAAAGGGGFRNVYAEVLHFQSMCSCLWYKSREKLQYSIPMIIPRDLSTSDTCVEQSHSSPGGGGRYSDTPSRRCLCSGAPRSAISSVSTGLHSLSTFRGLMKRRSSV
MrgX1 allo act – human MrgX1 positive allosteric modulation, primary screen | Q96LB2 | MrgX1-HEK293, Fluo-4 calcium flux, FDSS; stronger effect = higher value | B-score at 10 µM | hit rate 0.63% among 310,000;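 active = plate-corrected calcium response at least 3 library SD above typical, normal starting fluorescence, not activating the receptor alone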;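 also: compound read alongside a low EC10 to EC30 dose of BAM8-22 agonist; peak minus trough fluorescence over baseline measured at the second addition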
hERG protect – compounds protecting human hERG from proarrhythmic drug block | Q12809 | activation (rescue from dofetilide block), less the hit threshold, % at 10 µM | CHO-hERG, FluxOR thallium flux, dofetilide IC70 present | hit rate 0.51% among 310,000;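 active = activation above the mean of controls blocked by dofetilide plus 5 SD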;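 also: thallium influx through hERG after potassium depolarization seen as dye fluorescence rise; in these data hits start at about 4.7%; inactives centre near -7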
MrgX1 agonist – activates human MrgX1 receptor signaling | MrgX1-HEK293 cells, Fluo-4 calcium fluorescence, agonist mode; stronger effect = higher value | AID 588627 | hit rate 0.44% among 310,000 | B-score at 10 µM | Q96LB2;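 active = calcium response B-score plate-corrected fluorescence ratio at least 3 library SD, with starting fluorescence B-score inside 5 SD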
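Test system: HEK293 cells stably expressing human MrgX1 receptor; Input: fifteen thousand cells per well; Dosing: compound delivered in addition one of three; Schedule: overnight seeding, then 1 h dark dye loading; Technique: Fluo-4 NW calcium fluorescence; Measure: B-scored fluorescence response ratio; Controls: positive and negative controls per plate.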
KCNQ1 pot – potentiators or activators of human KCNQ1 potassium channel. P51787. CHO-K1 KCNQ1, thallium flux FluxOR fluorescence; stronger effect = higher value. B-score at 10 µM. hit rate 0.35% among 310,000. AID 2648;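 active = fluorescence ratio B-score, a plate-corrected score, at least three library SD, with initial intensity B-score within 5 SD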
Target sequence (P51787 whole entry, looked up): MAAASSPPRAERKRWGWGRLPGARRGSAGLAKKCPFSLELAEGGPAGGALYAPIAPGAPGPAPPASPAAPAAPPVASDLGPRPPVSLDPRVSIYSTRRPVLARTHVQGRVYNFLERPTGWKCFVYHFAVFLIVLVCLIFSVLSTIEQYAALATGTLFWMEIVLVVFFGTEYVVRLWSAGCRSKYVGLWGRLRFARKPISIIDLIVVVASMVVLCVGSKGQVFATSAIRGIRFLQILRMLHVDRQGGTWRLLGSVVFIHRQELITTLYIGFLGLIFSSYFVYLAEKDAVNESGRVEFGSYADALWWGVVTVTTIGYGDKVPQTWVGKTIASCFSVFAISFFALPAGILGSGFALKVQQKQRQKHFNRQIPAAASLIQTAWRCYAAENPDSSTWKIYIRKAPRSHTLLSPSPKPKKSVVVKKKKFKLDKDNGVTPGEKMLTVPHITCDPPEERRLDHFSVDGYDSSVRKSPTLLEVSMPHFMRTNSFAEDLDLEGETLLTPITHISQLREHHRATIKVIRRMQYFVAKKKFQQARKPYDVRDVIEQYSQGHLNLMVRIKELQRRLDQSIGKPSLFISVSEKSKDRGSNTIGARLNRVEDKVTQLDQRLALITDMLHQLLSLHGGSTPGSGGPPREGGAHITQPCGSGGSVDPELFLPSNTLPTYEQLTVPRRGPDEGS
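Medium – assay buffer, equal DMSO in all wells · Material – CHO-K1 cell line with stable KCNQ1 potassium channel expression · Signal – kinetic FluxOR thallium fluorescence, 10-s 1-Hz baseline, 110-s post-stimulus read · Compound – single concentration per compound, DMSO matched to controls · Schedule – 37 °C overnight plating, 90-min dark dye load, 20-min compound pretreatment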
RGS4 pot – RGS4 potentiation or activation; HEK293 M3R/inducible RGS4, carbachol calcium flux Fluo4; stronger effect = lower value; B-score at 10 µM; hit rate 0.92% among 310,000; AID 463111;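 active = B-score of the integrated calcium signal more than 4 SD below the library mean, with starting fluorescence not abnormally high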;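 also: negative B-score means reduced calcium response which marks RGS4 activation or potentiation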
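System: HEK293 FlpIn-TREx cells, stable M3R, doxycycline-inducible RGS4. Timing: overnight RGS4 induction, 30 min dye load 37 °C, 20 min compound RT. Also added: carbachol, ECmax concentration. Measured by: Fluo4 fluorescence kinetic imaging of calcium. Evaluation: integrated calcium ratio converted to B score.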
KCNQ1 inh – blocks the human KCNQ1 potassium channel; CHO-K1 KCNQ1, FluxOR thallium flux fluorescence; stronger effect = higher value; B-score at 10 µM; hit rate 1.3% among 310,000; AID 2642;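 active = compounds whose thallium flux B-score, printed positive for inhibition, exceeds three library SD while starting fluorescence stays within three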;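 also: channel opened by potassium depolarization with thallium stimulus after 20 min compound exposure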
ANO1 block – mouse TMEM16A channel inhibition, primary screen | HEK293 TMEM16A/YFP iodide influx fluorescence, ionomycin | normalized B-score (activity score, 25-100; higher = stronger inhibition) at 10 µM | hit rate 1.2% among 310,000 | AID 588511;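 active = ratio plate-corrected score three or more library SD toward inhibition, starting fluorescence score within five deviations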;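 also: score derived from kinetic fluorescence span divided by baseline fluorescence per well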
* marks the source's active call; other numbers are inactive results; i = inactive; . = not tested or not shown.

Order of results: RGS4 inh | ANO1 activ | KCNK9 block | KCNK3 block | MrgX1 allo act | hERG protect | MrgX1 agonist | KCNQ1 pot | RGS4 pot | KCNQ1 inh | ANO1 block
CN(Cc1ccccc1)C(=O)CN1C(=O)c2ccc([N+](=O)[O-])cc2C1=O
→ i | i | i | i | i | -9.6 | i | i | i | i | i
Cc1c(C)c(C)c(S(=O)(=O)Nc2ccc3[nH]c(=O)[nH]c3c2)c(C)c1C
→ i | i | i | i | i | -4.3 | i | i | i | i | i
Cc1nc2c(ncn2-c2ccccc2)c(=O)n1NC(=O)CN1CCCC1
→ i | i | i | i | i | -5.1 | i | i | i | i | i
FC(F)(F)c1cc(-c2ccccc2)nc(N2CCCCCC2)n1
→ i | i | i | i | i | -0.8 | i | i | i | i | i
CCCc1cc2c(cc1NC(=O)c1ccccc1Cl)OCO2
→ i | i | i | i | i | -5.0 | i | i | i | i | i
Cc1ccc(NC(=O)C2C3C=CC4(CN(Cc5cccnc5)C(=O)C24)O3)cc1F (centres undefined)
→ i | i | i | i | i | -7.7 | i | i | i | i | i
CCCNC(=O)CN(C1CCCCC1)S(C)(=O)=O
→ i | i | i | i | i | -2.4 | i | i | i | i | i
CC1CCc2c(sc3ncnc(N4CCOCC4)c23)C1 (centres undefined)
→ i | i | i | i | i | -16.9 | i | i | i | i | i
COc1ccc(NC(=O)c2cc(S(=O)(=O)N3CCOCC3)cn2C)cc1Cl
→ i | i | i | i | i | -11.0 | i | i | i | i | i
Cc1ccc2nc(N3CCN(C(=O)CCC(=O)O)CC3)nc(-c3ccccc3)c2c1
→ i | i | i | i | i | -5.5 | i | i | i | i | i
CNc1nnc(CSc2nc3ccccc3s2)s1
→ i | i | i | i | i | -9.8 | i | i | i | i | i
Cc1ccc(OCC(O)Cn2c(N)nc3c2c(=O)n(C)c(=O)n3C)cc1 (centres undefined)
→ i | i | i | i | i | -13.5 | i | i | i | i | i
O=C(O)CC1(CC(=O)NCc2ccccn2)CCCCC1
→ i | i | i | i | i | -5.3 | i | i | i | i | i
CN(C)CCNC(=O)c1onc(CSc2ccncc2)c1C(=O)NCCN(C)C
→ i | i | i | i | i | -6.8 | i | i | i | i | i
COc1ccc(O)c(C2NC(CC(C)C)(C(=O)O)C3C(=O)N(Cc4ccccc4)C(=O)C23)c1 (centres undefined)
→ i | i | i | i | i | -6.5 | i | i | i | i | i
COc1ccc(COC[C@H](C)[C@H](O)[C@@H](C)[C@H]2OC(=O)[C@@H]2C)cc1
→ i | i | i | i | i | -6.4 | i | i | i | i | i
CCCCOC(=O)N1CCOCCOCCOCCOCC1
→ i | i | i | i | i | -7.0 | i | i | i | i | i
O=C(c1ccco1)N1CCN(C(=O)c2ccc(CS(=O)c3ccc(Cl)cc3)o2)CC1 (centres undefined)
→ i | i | i | i | i | -5.9 | i | i | i | i | i
O=C(Nc1cccc(C(F)(F)F)c1)c1cccnc1
→ i | i | i | i | i | -9.1 | i | i | i | i | i
CCN(CC)C(=O)c1cc2sc3ccccc3c2s1
→ i | i | -7.53* | i | 9.13* | -8.8 | i | i | i | i | i
O=C(Nc1ccccc1C(F)(F)F)NC1CCCCCCC1
→ i | i | i | i | i | -12.2 | i | i | i | i | i
O=C(N/N=C/c1ccc(N2CCCC2)c([N+](=O)[O-])c1)c1cccnc1
→ i | i | i | i | i | -13.2 | i | i | i | i | i
CCN(CC)S(=O)(=O)c1ccc(C(=O)Nc2nnc(-c3ccco3)o2)cc1
→ i | i | i | i | i | -9.0 | i | i | i | i | i
O=C(Cn1nnc(-c2cccs2)n1)NCc1ccccc1
→ i | i | i | i | i | -10.6 | i | i | i | i | i
COc1ccc(NC(=O)C/C(C)=N/NC(=O)c2ccccn2)c(OC)c1
→ i | i | i | i | i | -1.8 | i | i | i | i | i
O=C(CCc1ccccc1)Nc1cccc(-c2nnc(-c3ccco3)o2)c1
→ i | i | i | i | i | -13.9 | i | i | i | i | i
COCCn1c(C)cc(C(=O)COC(=O)CCc2ccc(S(=O)(=O)N3CCOCC3)cc2)c1C
→ i | i | i | i | i | -13.9 | i | i | i | i | i
COc1ccc(-n2nc(C(=O)Nc3nc4ccc(OC)cc4s3)c3ccccc3c2=O)c(OC)c1
→ i | . | i | . | i | -8.5 | i | i | i | i | i
CC1(CCc2ccc3c(c2)OCO3)NC(=O)c2ccccc2N1 (centres undefined)
→ i | i | i | i | i | -12.2 | i | i | i | i | i
COc1ccc(C(=O)CCC(=O)NC2=NCCS2)cc1
→ i | i | i | i | i | -10.3 | i | i | i | i | i
CC(NC(=O)c1ccc2c(c1)OCCO2)c1ccc(S(N)(=O)=O)cc1 (centres undefined)
→ i | i | i | i | i | -5.6 | i | i | i | i | i
Cc1cccc(Cc2cnc(NC(=O)c3ccc(C)o3)s2)c1
→ i | i | i | i | i | -3.0 | i | i | i | i | i
CC(=O)COC(=O)c1cccc(N2C(=O)C3C4C=CC(C4)C3C2=O)c1 (centres undefined)
→ i | i | i | i | i | -5.9 | i | i | i | i | i
COC(=O)c1scc(C)c1NC(=O)Cc1ccccc1
→ i | i | i | i | i | -9.9 | i | i | i | i | i
O=C(CN1C(=O)NC2(CCCC2)C1=O)Nc1cc(Cl)ccc1N1CCCC1
→ i | i | i | i | i | -11.4 | i | i | i | i | i
O=C1c2ccccc2C(=O)N1CCc1c[nH]c2ccc(O)cc12
→ i | i | i | i | i | -4.9 | i | i | i | i | i
CCOC(=O)C1CCCN(CC(O)COCc2ccc3c(c2)OCO3)C1 (centres undefined)
→ i | i | i | i | i | -10.1 | i | i | i | i | i
COc1ccc(C2Nc3ccccc3C(=O)N2Cc2ccco2)cc1COc1ccc(F)cc1 (centres undefined)
→ i | i | -9.01* | i | i | -8.5 | i | i | i | i | i
Clc1ccc2ncc(-c3nnnn3-c3ccccc3)c(-c3ccccc3)c2c1
→ i | i | i | i | i | -7.2 | i | i | i | i | i
N#CCSc1ncnc2ccccc12
→ i | i | i | i | i | -8.7 | i | i | i | i | i
CCOCc1nnc(NC(=O)c2ccc(NC(C)=O)cc2)s1
→ i | i | i | i | i | -7.8 | i | i | i | i | i
C[C@H](NC(=O)C(c1ccccc1)c1ccccc1)c1ccccc1
→ i | . | i | i | i | -9.5 | i | i | i | i | i
COc1cccc(CSc2nnc(C(F)(F)F)n2Cc2ccc(F)cc2)c1
→ i | i | i | i | i | -10.4 | i | i | i | i | i
O=C(Nc1ccc(S(=O)(=O)Nc2nccs2)cc1)c1cccc(F)c1
→ i | i | i | i | i | 0.2 | i | i | i | i | i
NC(=O)c1ccc[n+](CC(=O)c2cccc([N+](=O)[O-])c2)c1
→ i | i | i | i | i | -2.9 | i | i | i | i | i
COc1ccc(OCC(=O)Nc2ccncc2)cc1
→ i | i | i | i | i | -8.2 | i | i | i | i | i
COc1ccc(-c2noc(CSc3nc4sc(C)c(C)c4c(=O)n3-c3ccccc3)n2)cc1OC
→ i | i | i | i | i | -10.0 | i | i | i | i | i
CC(C)C(CC(=O)NCc1ccco1)c1ccco1 (centres undefined)
→ i | i | i | i | i | -1.8 | i | i | i | i | i
COc1ccccc1NC(=O)CSc1nnc(C2CCCCC2)o1
→ i | i | i | i | i | -4.7 | i | i | i | i | i
COc1cc2c(cc1OC)CN(C(=O)Cn1ccccc1=O)CC2
→ i | i | i | i | i | -7.6 | i | i | i | i | i
CCOc1ccc(CC(=O)NCC2(N3CCCCC3)CCCCC2)cc1
→ i | i | i | i | i | -2.0 | i | i | i | i | i
CN(CCOC(=O)c1ccccc1)Cc1ccccc1
→ i | i | i | i | i | -2.3 | i | i | i | i | i
CCN(Cc1ccccc1)c1ccc(/C=N/NC(=O)c2cccc(S(=O)(=O)N3CCOCC3)c2)cc1
→ i | i | i | i | i | -7.0 | i | i | i | i | i
Cc1nc2cc3ccccc3cc2c(=O)[nH]1
→ i | i | i | i | i | -4.2 | i | i | i | i | i
O=C(CSc1n[nH]c(-c2ccccc2)n1)Nc1ncc(Br)cc1Br
→ i | i | i | i | i | -8.9 | i | i | i | i | i
O=C(NC1=NCCS1)[C@H](Cc1ccccc1)N1C(=O)c2ccccc2C1=O
→ i | i | i | i | i | -2.8 | i | i | i | i | i
CC(C)OC(=O)NCCOC(=O)Nc1cccc(Cl)c1
→ i | i | i | i | i | -1.9 | i | i | i | i | i
COc1ccccc1Nc1nc2nonc2nc1N1CCCCC1C (centres undefined)
→ i | i | i | i | i | -4.3 | i | i | i | i | i
O=S(=O)([N-]c1nc2ccccc2nc1-[n+]1ccc(CCCc2ccccc2)cc1)c1cccs1
→ i | i | -6.82* | i | i | -10.8 | i | i | i | i | i
CCOc1cc(NCCN2CCOCC2)c([N+](=O)[O-])cc1OCC
→ i | i | i | i | i | -2.5 | i | i | i | i | i

More compounds
Order of results: RGS4 inh | ANO1 activ | KCNK9 block | KCNK3 block | MrgX1 allo act | hERG protect | MrgX1 agonist | KCNQ1 pot | RGS4 pot | KCNQ1 inh | ANO1 block
O=C1CN(C(=O)COC(=O)/C=C/c2ccc(S(=O)(=O)N3CCOCC3)cc2)c2ccccc2N1
→ i | i | i | i | i | -7.1 | i | i | i | i | i
CCc1ccc(OCC(=O)NN2Cc3ccccc3C2=N)cc1
→ i | i | i | i | i | -10.4 | i | i | i | i | i
CCOC(=O)N1CCN(C(=O)COC(=O)CNC(=O)c2ccc(Cl)cc2Cl)CC1
→ i | i | i | i | i | -10.0 | i | i | i | i | i
CCn1ccnc1CN(C)C(=O)C1CCC(=O)N(CCc2cccc(F)c2)C1 (centres undefined)
→ i | i | i | i | i | -11.8 | i | i | i | i | i
Cc1ccc2cc(CN(Cc3ccco3)C(=O)c3ccco3)c3nnnn3c2c1
→ i | i | i | i | i | -4.1 | i | i | i | i | i
O=C(O)CC1=C(O)C(=O)N(c2ccccc2)C1c1ccc(Br)cc1 (centres undefined)
→ i | -12.8* | i | i | i | -5.0 | i | i | i | i | i
O=C(NC(=S)Nc1cccc(Cl)c1N1CCOCC1)c1cccs1
→ i | i | i | i | i | 17.5* | i | i | i | i | i

Rows were taken by chance; 6.3% or so of the library scored in one or more.
